High-throughput results from PubChem BioAssay.
IL1B cytotox – cytotoxicity in IL-1B stimulated HUVEC, primary screen, cytotoxicity control for IL-1B NFkB translocation project, imaging, Hoechst nuclear count, IL-1B stimulus; cell count reduction, % at 2 µM; HUVEC cell count loss; AID 845, 2007; 0.41% of 94,000 active;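 active = cell count reduction more than 3 SD above the screen-wide mean, cut at about 70% in these data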;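 also: normalized per plate to untreated control cells as the no-loss baseline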
PTPN22 inh 2 – PTPN22 phosphatase inhibitors, primary screen, biochemical, DiFMUP fluorescence, 2 µM. recombinant LYP catalytic domain. AID 640, 2007. 0.21% of 96,000 active. inhibition, % at 2 µM;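 active = inhibition at 2 µM at or above a set limit, the screen mean plus 3 SD, cut at about 24% in these data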;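 also: 0% = DMSO with enzyme and 100% = enzyme fully blocked by orthovanadate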
Target sequence (Q9Y2R2 whole entry, looked up, the tested form may be a part): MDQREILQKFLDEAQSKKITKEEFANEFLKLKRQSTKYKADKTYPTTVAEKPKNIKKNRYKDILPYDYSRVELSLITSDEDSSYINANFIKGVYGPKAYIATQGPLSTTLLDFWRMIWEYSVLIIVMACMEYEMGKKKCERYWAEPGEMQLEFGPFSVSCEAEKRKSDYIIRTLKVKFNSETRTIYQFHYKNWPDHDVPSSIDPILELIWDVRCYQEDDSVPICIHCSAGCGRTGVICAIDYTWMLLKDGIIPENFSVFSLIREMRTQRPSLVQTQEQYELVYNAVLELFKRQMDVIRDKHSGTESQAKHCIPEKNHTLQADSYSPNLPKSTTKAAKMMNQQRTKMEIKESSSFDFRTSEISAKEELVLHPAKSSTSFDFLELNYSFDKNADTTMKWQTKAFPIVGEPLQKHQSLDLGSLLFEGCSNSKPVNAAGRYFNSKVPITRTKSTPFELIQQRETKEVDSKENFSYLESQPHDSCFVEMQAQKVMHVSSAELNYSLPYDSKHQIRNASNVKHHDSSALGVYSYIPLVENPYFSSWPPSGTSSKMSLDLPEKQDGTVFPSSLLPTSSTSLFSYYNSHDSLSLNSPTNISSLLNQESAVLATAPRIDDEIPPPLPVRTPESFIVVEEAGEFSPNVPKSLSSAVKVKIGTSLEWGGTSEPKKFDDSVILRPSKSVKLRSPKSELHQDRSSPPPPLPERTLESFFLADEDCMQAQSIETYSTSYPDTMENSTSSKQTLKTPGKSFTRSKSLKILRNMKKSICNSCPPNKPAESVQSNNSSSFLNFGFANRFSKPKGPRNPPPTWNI
Smad3 inh – Smad3/FoxH1 peptide binding inhibitors, primary screen, biochemical, TR-FRET | Mothers against decapentaplegic homolog 3 (Homo sapiens), P84022 | TR-FRET Smad3/Dy647-FoxH1 peptide binding, europium anti-His | inhibition, % at 25 µM | 0.29% of 88,000 active | AID 630, 2007;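 active = compounds that reduce the energy-transfer binding signal between the protein and its labelled peptide by more than half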;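 also: 0% = Smad3 plus labelled peptide maximal FRET and 100% = peptide-only background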
HUVEC tox TNFa – cytotoxicity in TNFa-stimulated HUVEC, primary screen, cytotoxicity control for VCAM1 expression modulator project, imaging, Hoechst nuclei count; HUVEC TNFalpha-stimulated, Hoechst cell count; cell count reduction, % at 2 µM; 0.17% of 93,000 active;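 active = cell count reduction exceeding the screen mean by over 5 SD, scaled to untreated wells per plate, cut at about 78% in these data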;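 also: cells counted after 24 h of TNF alpha exposure following the 1 h pretreatment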
MT1-MMP txn act – MT1-MMP promoter reporter activation – cell-based, luciferase luminescence, primary screen; HT1080 MT1-MMP promoter luciferase reporter, overnight; active compounds read high; activation factor at 10 µM; 0.16% of 86,000 active; AID 750, 2007;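 active = activation factor of at least 2 for MT1-MMP transcription at 10 µM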
VCAM1 TNFa inh – inhibitors of TNFa-induced VCAM1 expression, primary screen, imaging, HUVEC, TNFa stimulus, immunofluorescence | HUVEC TNFa-induced VCAM-1 immunofluorescence, high-content imaging | inhibition, % at 2 µM | 0.48% of 95,000 active;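 active = inhibition above the batch mean plus 3 SD, with images confirmed as a hit by eye, cut at about 37% in these data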;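 also: 0% = TNF-stimulated DMSO wells and 100% = unstimulated control wells; not every result past the cut was called active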
DAT uptake mod – changed hDAT dopamine uptake under cocaine IC80, either direction, primary screen, cocaine antagonist project, cell-based, LLC-PK1 hDAT, [14C]-dopamine uptake, MLSMR | 1.3% of 110,000 active | LLC-PK1 hDAT cells, [14C]-dopamine uptake with cocaine IC80; actives deviate in either direction | B-score at 10 µM | Sodium-dependent dopamine transporter (Homo sapiens), Q01959 | AID 449768, 2010;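 active = Z score or B-score, a plate-position-corrected score, falls beyond the plate's 99.7% confidence bounds, in either direction; inactive = both scores lie inside the 99.7% bounds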;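 also: scored against the spread of the other compound wells on the same plate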
F-actin modifier – modifiers of F-actin cytoskeleton organization, primary screen, imaging, HUVEC, phalloidin staining, high-content imaging; HUVEC TNFa F-actin phalloidin imaging; inhibition, % at 2 µM; AID 836, 2007; 0.18% of 91,000 active;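 active = inhibition above the batch mean plus 3 SD and confirmed as a hit by visual image inspection, cut at about 30% in these data, passing the limit was not always enough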; also: strong numbers were not always called active
Calb biofilm kill – clotrimazole potentiators killing Candida biofilms, primary screen, with clotrimazole, Alamar Blue | inhibition, % at 6 µM | C. albicans biofilm + clotrimazole | 0.14% of 85,000 active;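 active = inhibition above 20%; inactive = inhibition below 20%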;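 also: preformed 24 hr biofilms exposed to compound for 48 hr; 0% = biofilm without compound and 100% = blank killed by clotrimazole plus chlorhexidine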
The depositor's hits bear a star; nt = no result given; [ ] = remark or other dose. Not all compounds are listed, so the mix of outcomes need not match the whole.

Order of results – Calb biofilm kill | MT1-MMP txn act | DAT uptake mod | F-actin modifier | PTPN22 inh 2 | IL1B cytotox | VCAM1 TNFa inh | HUVEC tox TNFa | Smad3 inh
[1] Cc1ccc(NC(=O)c2ccc(S(=O)(=O)N3CCOCC3)cc2)nc1
  5 | 1.1 | 0.63 | 3 | 5 | -46 | 19 | -17 | 2
[2] CCN(Cc1cc2ccccc2[nH]c1=O)C(=O)c1cccnc1
  -1 | 1.1 | -0.94 | 57 | 5 | -17 | -6 | -7 | -12
[3] CCOC(=O)CN(C(=O)Cn1nnc(-c2ccc(C)cc2)n1)C(CC)C(=O)NC1CCCC1 (stereo unspecified)
  0 | 1.1 | 1.4 | 2 | 2 | -38 | 2 | -7 | -6
[4] CC(=O)Nc1ccc(C(=O)N(C)c2ccccc2)cc1
  1 | 1 | -0.9 | nt | 12 | -10 | 1 | -21 | -4
[5] COc1ccccc1OCC(=O)Nc1ccccn1
  1 | 0.7 | -0.69 | nt | nt | nt | nt | nt | 11
[6] Cc1ccc(OCC(=O)n2nc(C)cc2C)c(Br)c1
  4 | 1.2 | -1.1 | 8 | -7 | -8 | 11 | -8 | 6
[7] CCOC(=O)Nc1c(C(=O)OC)[nH]c2cccc(OC)c12
  7 | 1 | -0.23 | 0 | 5 | -3 | 1 | -18 | -3
[8] COC(=O)c1c(NC(=O)c2ccco2)sc(C)c1C
  1 | 1 | -0.063 | 21 | 9 | -14 | -6 | -13 | 2
[9] Cn1c(=NC(=O)CSCC(=O)N2CCOCC2)sc2ccccc21
  0 | nt | 0.18 | 2 | -6 | -12 | 2 | -24 | -1
[10] COc1cc(NC(=O)c2cc(-c3cccnc3)nc3ccc(C)cc23)c(OC)cc1Cl
  nt | nt | nt | 6 | 3 | -23 | -7 | 0 | nt
[11] Cc1ccccc1NC(=S)N1CCC(C(=O)c2ccc(F)cc2)CC1
  nt | nt | 0.49 | 44 | 2 | -13 | -5 | -4 | nt
[12] CC(=O)Nc1nonc1-c1nc2ccccc2n1CC1CC1
  -4 | 1.2 | -0.47 | 17 | -6 | -9 | 17 | -34 | -14
[13] COc1ccc(-n2c(SCC(=O)NCc3cccs3)nnc2-c2ccoc2C)cc1
  8 | 1 | 1.1 | 49 | 2 | -2 | 21 | -29 | -2
[14] CCC(c1nnnn1C1CCCCC1)N(Cc1ccco1)Cc1cc2ccc(OC)cc2[nH]c1=O (stereo unspecified)
  3 | 1.1 | 2.9 | -6 | 5 | 1 | -14 | -5 | 11
[15] Cc1ccc2c(c1)N(Cc1ccncc1)C(=O)C(C)O2 (stereo unspecified)
  nt | 1 | -0.58 | 12 | 13 | -33 | 2 | -23 | nt
[16] Cc1ccc(NC(=S)NNC(=O)c2cn(C)nc2C)cc1
  nt | nt | -1.1 | 10 | 8 | 8 | 4 | -20 | nt
[17] CCCCCCCC(=O)OCC(O)CO (stereo unspecified)
  10 | 1.2 | -0.48 | nt | nt | nt | nt | nt | 3
[18] COc1ccc(S(=O)(=O)NCC2CCC(C(=O)NCc3ccco3)CC2)cc1 (stereo unspecified)
  13 | 1.1 | -0.21 | 0 | -7 | 31 | 24 | -34 | -13
[19] CCC(=O)N/C=C/n1cnc2cc(C(F)(F)F)ccc21
  10 | 1.1 | -0.13 | 1 | 3 | 1 | 3 | -27 | 10
[20] O=C(NCC(=O)N(CC1CCCO1)C(C(=O)NC1CCCCC1)c1ccc(F)cc1)c1ccco1 (stereo unspecified)
  5 | 1.1 | 0.07 | 28 | -4 | 2 | -13 | -12 | 7
[21] Cc1cc(C)cc(C(=O)N(NC(=O)Nc2ccc(Cl)cc2)C(C)(C)C)c1
  nt | nt | -1 | 13 | 7 | 28 | -1 | -3 | nt
[22] Cc1cc(C)c(C#N)c(SCC(=O)N2CCCCC2)n1
  13 | nt | -0.34 | -1 | -5 | -10 | 8 | 1 | -1
[23] Cc1ccc(C)c(Cn2c(C(=O)OC(C)C)cc3c2ccn3C)c1
  7 | 1.1 | -0.076 | -20 | 1 | -3 | 4 | -1 | 1
[24] CC1=CC(=C2N=C(c3ccccc3)OC2=O)C=C(C)O1
  nt | 1.1 | -0.046 | 7 | 2 | -3 | 5 | -20 | nt
[25] COc1cc(C(=O)NCCOc2cc(C)cc(C)c2)c(Br)c(OC)c1OC
  nt | nt | -0.18 | -3 | -14 | -24 | 7 | 4 | nt
[26] Cc1ccccc1NS(=O)(=O)c1ccc(OCC(=O)N2CCCCC2)cc1
  -5 | 1.2 | 1.5 | 5 | 3 | -57 | 10 | -36 | 2
[27] CCCCNCc1cc(Br)c(OCC(=O)N2CCOCC2)c(OC)c1
  nt | nt | 0.3 | -3 | 5 | 14 | -6 | -13 | nt
[28] CC1CCN(C(=O)CCc2nc3cc(S(=O)(=O)N(C)C)ccc3n2C)CC1
  3 | 1 | -0.64 | -9 | 6 | -88 | 5 | -7 | -4
[29] Cc1ccc(S(=O)(=O)n2nc(-c3ccc(Cl)cc3)nc2NCc2ccco2)cc1
  9 | 0.9 | 1.2 | -6 | -10 | -64 | -30 | -24 | 24
[30] O=C(CC1C(=O)OCN1C(=O)OCc1ccccc1)OCC(=O)c1ccccc1 (stereo unspecified)
  2 | 1.1 | 0.3 | 26 | -12 | -2 | 4 | -8 | -2
[31] CCOC(=O)C1CCN(S(=O)(=O)c2ccc(C(C)=O)cc2)CC1
  0 | 1.3 | -0.77 | nt | -2 | -37 | nt | nt | 8
[32] CCN(CC)S(=O)(=O)c1ccc(/C(O)=C2/C(=O)C(=O)N(CCOC)C2c2ccccc2)cc1 (stereo unspecified)
  7 | 1.1 | -0.56 | nt | nt | nt | nt | nt | -4
[33] Cc1ccc2c(c1)N(CCC(=O)NCc1ccc3c(c1)OCO3)C(=O)CO2
  0 | 1 | 0.022 | 18 | 5 | -21 | -17 | -14 | 16
[34] C(=N\Nc1nc(-c2ccccc2)cs1)/c1cccs1
  nt | nt | -0.046 | 23 | 2 | -10 | 12 | -18 | nt
[35] CC(C)(C)n1nnnc1C(c1cc2cc3c(cc2[nH]c1=O)OCCO3)N1CCSCC1 (stereo unspecified)
  9 | 1.2 | -0.41 | 7 | -2 | -68 | 10 | -23 | -1
[36] CCn1nc(-c2ccccc2)c2nc3ccccc3nc21
  3 | 1.2 | 0.1 | -20 | -13 | -54 | 6 | -22 | 8
[37] CC(=O)Oc1ccc(-c2cccc(C(=O)O)c2)cc1
  nt | nt | 0.11 | 3 | -1 | 1 | 3 | -13 | nt
[38] COc1ccccc1NC(=O)Cc1csc(NC(=S)Nc2ccccc2)n1
  nt | nt | 1.1 | -12 | 15 | 0 | -9 | 6 | nt
[39] CC1CCC(N2CCN(c3ncccn3)CC2)C1 (stereo unspecified)
  2 | 1 | 0.074 | 3 | -7 | nt | 0 | -29 | 0
[40] Cc1c[nH]c2cccc(OCC(O)CNC(C)(C)C)c12 (stereo unspecified)
  9 | 1 | -0.59 | -13 | 3 | -6 | -2 | -15 | -24
[41] CCCN1C(=O)C(O)(C2CC(=O)CC(C)(C)O2)c2ccccc21 (stereo unspecified)
  5 | 1 | -0.27 | 10 | 0 | 1 | 8 | -12 | 3
[42] CC1(C)CC(=O)c2cnc(NC(=O)Cc3ccc(Cl)cc3)nc2C1
  -1 | 1.2 | 0.34 | -6 | -2 | -1 | -4 | -12 | 8
[43] CCN(CC)C(=O)C(=O)N/N=C/c1cccs1
  nt | nt | -1.2 | -13 | 7 | 15 | 6 | 8 | nt
[44] O=C(NCc1ccncc1)c1cnccn1
  1 | 1.1 | 0.46 | 2 | 14 | -9 | 6 | -5 | 40[fluorescence artefact?]
[45] Nc1c(Nc2ccccc2)c2ccccc2oc1=O
  2 | 1.1 | -0.085 | 8 | -2 | -37 | 7 | -18 | -9
[46] O=C(NCCN1CCOCC1)c1ccc(=O)oc1
  8 | 1.1 | 0.6 | -25 | 10 | 12 | 5 | -2 | 7
[47] Cc1cc(NC(=O)CCn2c(=O)sc3ccccc32)no1
  7 | 1 | 2 | -5 | -9 | -8 | 5 | -17 | 1
[48] CN(CC(=O)Nc1ccc(C#N)cc1)Cc1ccc(Cl)c(Cl)c1
  6 | 1.2 | -0.19 | 9 | 1 | 6 | 10 | -3 | 0
[49] CC(C)c1ccccc1NC(=O)c1ccco1
  -3 | 1.2 | -0.0015 | nt | 6 | -4 | nt | nt | 9
[50] Cc1no[n+]([O-])c1COc1ccc(/C=C2\NC(=S)NC2=O)cc1
  7 | 1.2 | 0.44 | -15 | 3 | -6 | 38 | nt | -6
[51] N#Cc1nc(COc2ccccc2Cl)oc1NCc1ccc(F)cc1
  -1 | 1.2 | -1.5 | -13 | 10 | 8 | -8 | -25 | -4
[52] S=C1N(c2ccccc2)C(c2ccccc2)N2CCCN12 (stereo unspecified)
  1 | 1.1 | -0.63 | -2 | 12 | 28 | -15 | 15 | -16
[53] C=CCn1nnnc1SCC(=O)Nc1ccccc1C(=O)OC
  -2 | 1.2 | 0.042 | nt | nt | nt | nt | nt | -4
[54] CCOC(=O)c1ccccc1NC(=O)CSc1nnc(Cc2cccn2C)n1-c1ccc(F)cc1
  9 | 1.2 | 1.2 | -4 | -11 | nt | 3 | 2 | -5
[55] Cc1cccnc1Nc1nc(-c2ccc(O)cc2)cs1
  5 | 1.6 | 4.6* | -10 | 0 | -8 | 36 | 5 | 14
[56] CN(C)/C=C1\C(=O)N(c2ccc(Cl)cc2)CS1(=O)=O
  nt | nt | -0.65 | 4 | 1 | -79 | 22 | -12 | nt
[57] CC(=O)Nc1ccc(NC(=O)C2CC(=O)N(c3cccc(C)c3C)C2)cc1 (stereo unspecified)
  -4 | 1.1 | 0.3 | 46 | 1 | 11 | 8 | -35 | 1
[58] CNC(=S)N(Cc1ccc(OC)cc1)C1CC(=O)N(c2ccc(Cl)cc2)C1=O (stereo unspecified)
  nt | nt | 1.6 | 6 | 4 | 4 | -12 | -17 | nt
[59] Cc1c(Nc2cc(N3CCCCCC3)c3nonc3c2[N+](=O)[O-])c(=O)n(-c2ccccc2)n1C
  nt | nt | 0.56 | 21 | -6 | -2 | 1 | -23 | nt
[60] O=C(NNC(=S)NCc1ccco1)c1ccc(Cl)s1
  nt | nt | 0.13 | -13 | -7 | -13 | -18 | -27 | nt

The results go on.
Order of results – Calb biofilm kill | MT1-MMP txn act | DAT uptake mod | F-actin modifier | PTPN22 inh 2 | IL1B cytotox | VCAM1 TNFa inh | HUVEC tox TNFa | Smad3 inh
[61] O=C(COc1ccc2c(c1)OCO2)NC12CC3CC(CC(C3)C1)C2
  4 | 1.4 | 1.2 | -1 | -9 | -4 | 21 | -12 | -16[fluorescence artefact?]
[62] O=C(CCNS(=O)(=O)c1cccc2nsnc12)NCCC1=CCCCC1
  3 | 1.1 | 0.29 | nt | nt | nt | nt | nt | 8
[63] O=c1[nH]c2cc3c(cc2cc1CN(Cc1cccnc1)Cc1nnnn1Cc1ccco1)OCCO3
  nt | nt | 0.4 | -2 | -3 | -7 | 18 | 13 | nt
[64] COc1ccccc1NC=C1C(=O)OC2(CCCCC2)OC1=O
  2 | 1.1 | -1.3 | 12 | 6 | 2 | 13 | 8 | 6
[65] COc1ccc(CC(=O)NC(c2ccccc2)c2ccccc2)cc1S(=O)(=O)N1CCOCC1
  nt | nt | 0.55 | 2 | 11 | -21 | -7 | -16 | nt
